# PP5 primary = PP5 phosphatase inhibitors, primary screen, biochemical, fluorescence; hit rate 0.18% among 320,000; purified PP5c, OMFP substrate fluorescence; inhibition, % at 6.7 µM; Serine/threonine-protein phosphatase 5 (Homo sapiens), P53041;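 active means inhibition above the campaign's mean inhibition across all tested compounds plus 3 SD, cut at about 9.5% in these data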;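 further: 0% = DMSO only and 100% = 100 µM cantharidin control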
# Yeast superoxide = reduction of superoxide in aged yeast, primary screen, HTS; S. cerevisiae aged cells, superoxide DHE fluorescence; active compounds read low; superoxide response (% of plate mean), % at 10 µM; hit rate 0.18% among 330,000; AID 2690, 2010;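 active means superoxide response under a set limit, about three screen SD below normal, cut at about 65% in these data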;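 further: yeast aged for seven days with compound at 30 °C before DHE staining; 100% = average MFI of all compound-treated wells on the plate with controls excluded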
# PP1 inh = PP1-alpha phosphatase inhibitors, primary screen, counter-screen for PP5 inhibitor project, biochemical, fluorescence, OMFP substrate, single point; Serine/threonine-protein phosphatase PP1-alpha catalytic subunit (Homo sapiens), P62136; purified PP1alpha; inhibition, % at 6.7 µM; hit rate 0.9% among 320,000; AID 2235, 2010;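 active means inhibition above the mean inhibition of all tested compounds plus 3 SD, computed separately for each screening campaign, cut at about 15% in these data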
# Target sequence (P62136 whole entry, looked up): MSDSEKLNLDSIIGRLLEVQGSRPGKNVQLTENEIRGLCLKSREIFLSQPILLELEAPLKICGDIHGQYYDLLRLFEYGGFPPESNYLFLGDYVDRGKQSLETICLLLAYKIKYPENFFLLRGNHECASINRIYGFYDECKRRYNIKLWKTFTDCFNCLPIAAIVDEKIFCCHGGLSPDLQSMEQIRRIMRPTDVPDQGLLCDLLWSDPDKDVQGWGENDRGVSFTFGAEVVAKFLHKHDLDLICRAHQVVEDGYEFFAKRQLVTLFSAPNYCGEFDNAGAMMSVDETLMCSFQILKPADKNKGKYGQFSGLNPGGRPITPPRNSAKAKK
# EBNA-1 inh = EBNA-1 DNA-binding inhibitors, primary screen, biochemical, fluorescence polarization; inhibition, % at 14.8 µM; hit rate 0.34% among 300,000; in the data active means inhibition above about 28%
# Fh CTSL1 inh = Fasciola hepatica cathepsin L1 inhibitors, primary screen, counter-screen for PFM18AAP inhibitor project, biochemical, QFRET, fluorogenic peptide substrate; hit rate 0.49% among 300,000; recombinant F. hepatica cathepsin L1, Z-Leu-Arg-MCA fluorescence; inhibition, % at 5.96 µM; AID 1906, 2009;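 active means inhibition above the mean of all tested compounds plus 3 SD, set per screening campaign, cut at about 17% in these data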;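 further: 0% = plate median of test compound wells and 100% = 1 µM Z-Phe-Ala-diazomethylketone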
# core dimer inh = inhibitors of HCV core protein dimerization, primary screen, biochemical, TR-FRET, high-throughput; inhibition, % at 5 µM; AID 1899, 2009; TR-FRET GST/Flag-core106 dimerization, 1536-well; hit rate 0.33% among 300,000;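 active means inhibition above the mean of all tested compounds plus 3 SD, set per screening campaign, cut at about 45% in these data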
#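 Material: GST/Flag-tagged HCV core106 proteins. Incubation: 4 h, 22.5 °C incubation. Read-out basis: inhibition (%) from 671 over 617 nm ratio. Measured by: TR-FRET, excitation 340 nm, emission 617 and 671 nm.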
# GASC-1 inh = inhibitors of GASC-1 histone demethylase, primary screen, biochemical, fluorescence, DELFIA europium; GST-JMJD2C(1-420) H3K9me3 demethylation; inhibition, % at 2.35 µM; hit rate 0.069% among 330,000;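 active means more than half of a compound's replicate wells show inhibition beyond 50%, single wells judged on their own value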;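 further: signal counts dimethyl H3K9 product captured on neutravidin plate; 0% = median of DMSO wells and 100% = 0.3 times that DMSO median; strong numbers were not always called active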
# Target sequence (Q9H3R0 1-420 limits assumed): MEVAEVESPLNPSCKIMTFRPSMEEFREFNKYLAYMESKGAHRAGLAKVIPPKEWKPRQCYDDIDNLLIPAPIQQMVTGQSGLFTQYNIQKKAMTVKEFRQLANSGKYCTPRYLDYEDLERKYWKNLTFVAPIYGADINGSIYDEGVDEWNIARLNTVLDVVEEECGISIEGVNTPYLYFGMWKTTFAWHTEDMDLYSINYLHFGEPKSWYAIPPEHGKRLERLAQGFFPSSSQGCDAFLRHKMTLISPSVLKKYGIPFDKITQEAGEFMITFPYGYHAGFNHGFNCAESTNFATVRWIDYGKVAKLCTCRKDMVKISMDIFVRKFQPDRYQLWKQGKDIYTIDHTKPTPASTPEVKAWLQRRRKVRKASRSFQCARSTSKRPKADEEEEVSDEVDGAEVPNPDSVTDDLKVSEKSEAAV
# TPT1 inhibitor = Candida albicans TPT1 enzyme inhibitors, primary screen, biochemical, fluorescence polarization; tRNA 2'-phosphotransferase TPT1 (Candida albicans SC5314); recombinant caTPT1, FP RNA substrate dephosphorylation; inhibition, % at 5 µM; hit rate 0.81% among 300,000;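 active means inhibition above the mean of all tested compounds plus 3 SD, set per screening campaign, cut at about 24% in these data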;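 further: plate controls were DMSO alone for no effect and ferristatin control at 100 nM for full effect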
# ZTA counter = counter-screen for EBNA-1 inhibitors: inhibitors of Epstein-Barr virus ZTA. ZTA-DNA binding, fluorescence polarization. P03206. AID 2234. hit rate 0.15% among 320,000. inhibition, % at 11 µM; in the data active means inhibition above about 33%
# Target sequence (P03206 whole entry, looked up): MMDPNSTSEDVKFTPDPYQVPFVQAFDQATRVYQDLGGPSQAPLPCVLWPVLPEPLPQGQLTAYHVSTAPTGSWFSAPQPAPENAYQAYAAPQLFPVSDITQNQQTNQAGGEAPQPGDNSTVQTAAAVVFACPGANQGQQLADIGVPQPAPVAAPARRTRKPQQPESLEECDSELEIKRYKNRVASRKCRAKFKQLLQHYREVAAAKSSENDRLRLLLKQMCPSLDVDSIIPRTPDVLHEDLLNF
# The depositor's hits bear a star; nt = no result given.
# Under each structure – PP5 primary	Yeast superoxide	PP1 inh	EBNA-1 inh	Fh CTSL1 inh	core dimer inh	GASC-1 inh	TPT1 inhibitor	ZTA counter
c1ccc(-c2oc3ncnc(NCCCn4ccnc4)c3c2-c2ccccc2)cc1
 : 5.4	113	14	1	2	4	-4	-2	-10
CCOc1ccc2nc(SC3CC(=O)N(c4ccccc4)C3=O)sc2c1 (configuration not stated)
 : 1.6	94	-1	33*	-2	10	-3	-1	2
CCCCc1nc2ccccc2c(NC(=O)CNC(C)(C)C)c1CCC
 : 1.1	79	3	4	-1	1	-15	-3	8
COc1ccc(C(C#N)N2N=C(C)CC2c2ccccc2)cc1 (configuration not stated)
 : -1.5	97	-4	-4	3	-1	1	4	5
O=C(NC1CCCCCC1)C1CCCN(S(=O)(=O)c2cccs2)C1 (configuration not stated)
 : 1.6	96	0	4	-6	1	8	2	6
COc1ccc(CC(=O)Nc2c3c(nn2C(C)(C)C)CS(=O)C3)cc1 (configuration not stated)
 : -1.8	123	3	-5	-5	4	-31	-2	-13
O=C(Nc1cccc(S(=O)(=O)NCc2ccco2)c1)c1cc(-c2ccccc2)nc2ccccc12
 : 3.6	101	1	1	4	24	10	1	3
FC(F)(F)c1cccc(CN2CCC(c3cc(-c4cccs4)n[nH]3)CC2)c1
 : 1.5	85	1	-2	1	0	0	-2	16
Cc1ccccc1N1CCN(C(=O)C2CCC(=O)N(C3CCCC3)C2)CC1 (configuration not stated)
 : -0.9	100	-2	7	-3	-4	9	-1	10
CC1CCCCN1S(=O)(=O)c1ccc(S(=O)(=O)N2CCN(C)CC2)cc1 (configuration not stated)
 : 0.0	109	7	-10	0	-2	2	1	-17

# Among those listed so far, these have two or more sulfur atoms:
# Under each structure – PP5 primary	Yeast superoxide	PP1 inh	EBNA-1 inh	Fh CTSL1 inh	core dimer inh	GASC-1 inh	TPT1 inhibitor	ZTA counter
CCOc1ccc2nc(SC3CC(=O)N(c4ccccc4)C3=O)sc2c1 (configuration not stated)
 : 1.6	94	-1	33*	-2	10	-3	-1	2
O=C(NC1CCCCCC1)C1CCCN(S(=O)(=O)c2cccs2)C1 (configuration not stated)
 : 1.6	96	0	4	-6	1	8	2	6
CC1CCCCN1S(=O)(=O)c1ccc(S(=O)(=O)N2CCN(C)CC2)cc1 (configuration not stated)
 : 0.0	109	7	-10	0	-2	2	1	-17

# (more compounds)
# Under each structure – PP5 primary	Yeast superoxide	PP1 inh	EBNA-1 inh	Fh CTSL1 inh	core dimer inh	GASC-1 inh	TPT1 inhibitor	ZTA counter
NNC(=O)CCn1c2ccccc2c2ccccc21
 : 1.2	108	-2	-2	3	-1	8	0	20
O=C(C[n+]1ccccc1)N/N=C/c1c(F)cccc1Cl
 : 0.1	87	-1	2	-3	-6	9	1	-15
CCOc1ccc(N(CC(=O)NC2CCCCC2)S(=O)(=O)c2c(C)noc2C)cc1
 : 0.8	100	-6	0	-2	2	-19	-4	11
CCC(SC1=N/C(=C/c2ccccc2)C(=O)N1c1ccccc1)C(=O)Nc1cc(C)on1 (configuration not stated)
 : -0.9	100	0	5	6	14	-7	-1	8
CC(=O)n1cc(C(C[N+](=O)[O-])SCCN)c2ccccc21 (configuration not stated)
 : -1.8	103	1	8	0	4	4	2	3
Cc1nccn1CCCNC(=O)C1CCC(=O)N(Cc2ccccc2F)C1 (configuration not stated)
 : 1.7	92	-6	-10	-1	-7	-14	-1	1
Cc1nn(C)c(NC(=O)c2ccccc2Cl)c1Cl
 : -1.6	75	-2	2	-4	-2	13	0	8
CCOC(=O)C1CCC(CNCc2ccc(Cl)cc2)CC1 (configuration not stated)
 : 0.8	104	-4	4	-2	3	-1	0	-9
CCc1cc(=O)oc2cc(C)cc(OC(C)C(=O)NC(Cc3c[nH]c4ccc(O)cc34)C(=O)O)c12 (configuration not stated)
 : 1.3	80	3	-4	-1	0	-5	-1	-14
COc1ccc(CCNC(=O)COc2ccc(N(C)S(=O)(=O)c3ccc(C)cc3)cc2)cc1OC
 : -0.4	93	0	-10	-3	3	0	-2	-8
CCc1ccc2c(c1)c(N=NC1=NC(=O)CS1)c(O)n2CC
 : 2.5	107	-1	-12	0	-5	7	1	-7
COC(=O)c1cccc(NC(=O)/C(=C\c2ccccc2)NC(=O)c2ccccc2Cl)c1
 : 1.2	84	5	7	3	6	2	-5	16
O=C(NC1CCCC1)C(c1ccsc1)N(Cc1ccco1)C(=O)Cc1cccs1 (configuration not stated)
 : 0.4	93	-4	1	-2	8	11	-5	13
CCN(CC)c1ccc(NC(=O)Nc2cccc(C(C)=O)c2)cc1
 : 0.5	111	2	5	4	-27	-9	4	0
COc1cc2c(C)nc3onc(-c4ccccc4)c3c2cc1OC
 : 3.4	94	-1	-2	3	-4	9	-2	7
CC(C(=O)NC(C)(C)C)N(Cc1cccs1)C(=O)CCN1CCc2ccccc21 (configuration not stated)
 : -0.2	89	0	-2	8	-4	-16	-2	-5
CC(C)NC(=O)c1c(CSc2ccc(Cl)cc2)noc1C(=O)NCc1ccccc1
 : 3.1	96	3	7	1	-4	-5	-2	0
CN(CC(=O)Nc1ccc(F)cc1)C(=O)CSc1nccn1C
 : -0.3	90	-6	-3	-2	0	5	0	3
CCOC(=O)C1=C(C)Nc2ccccc2N=C1NC(=O)Cc1ccc(OC)cc1
 : 1.8	108	1	-4	-2	2	0	0	-18
CCOC(=O)N1CCN(C(=O)Cc2ccccc2OC)CC1
 : 1.3	86	2	0	-12	-5	-2	-1	-3
c1ccc(-n2ncc3c(NCC4CCCO4)ncnc32)cc1 (configuration not stated)
 : 0.2	97	4	13	0	-8	1	-5	7
COC(=O)C1=C(C(=O)OC)[C@@H]2N(C)c3ccccc3[C@@]23C[C@@H](C(=O)OC)N=C3N1
 : 2.1	95	-7	-8	-2	-2	-2	0	-8
O=C(COC(=O)/C=C/c1cccc(C(F)(F)F)c1)NC1CCS(=O)(=O)C1 (configuration not stated)
 : 0.2	99	-6	nt	nt	nt	nt	nt	-4
O=C(C1=C[C@H](c2csc3ccccc23)C[C@H](OCCCCO)O1)N1CCN(Cc2ccccc2)CC1
 : 4.2	nt	0	-16	1	5	9	3	0
Cc1ccc(CNC(=O)c2ccc(N(C)C)cc2)cc1
 : -0.8	83	-1	-5	3	0	3	-2	7
CC1(C)CC(N2CCC(=O)N(C3CC(C)(C)NC(C)(C)C3)C2)CC(C)(C)N1
 : -1.6	96	-8	7	0	2	-1	0	25
Cc1ccccc1NC(=O)Cn1c(=O)n(Cc2ccccc2)c(=O)c2c(C)c(C)sc21
 : 2.7	93	-1	37*	3	12	9	4	2
COc1cc(C(=O)NCCCNC(=O)c2cc(OC)c(OC)c(OC)c2)cc(OC)c1OC
 : 1.7	98	-1	6	-4	-3	8	-3	-10
COc1ccc(NC(=O)c2ccccc2NC(=O)c2ccccc2)cc1
 : 1.8	100	11	-3	0	0	-33	-1	-2
COc1ccc(S(=O)(=O)N(C)c2ccc(C(=O)NC3CCCC3)cc2)cc1
 : 3.6	99	3	-7	-3	2	-7	-3	11

# (continued)
smiles | PP5 primary | Yeast superoxide | PP1 inh | EBNA-1 inh | Fh CTSL1 inh | core dimer inh | GASC-1 inh | TPT1 inhibitor | ZTA counter
COCCOC(=O)C1=C(C)Nc2cc(=O)[nH]c(=O)n2C1c1cccc([N+](=O)[O-])c1 (configuration not stated) | 1.7 | 105 | -1 | 4 | 5 | 12 | -1 | -1 | -5
COc1cc(/C=N/Nc2ncc(C(F)(F)F)cc2Cl)cc(OC)c1O | -0.5 | 84 | -1 | -5 | 0 | -18 | -3 | -2 | -10
CCCC(C)NC(=O)CSCc1ccc(OC)cc1 (configuration not stated) | -1.9 | 106 | -9 | -13 | -3 | 8 | -3 | 3 | -8
C=CCn1c(SCC(=O)Nc2ccc3c(c2)OCO3)nnc1-c1ccccc1 | 3.7 | 100 | 0 | -2 | -2 | 2 | -2 | -4 | 6
COc1nc(C)cc(C)c1S(=O)(=O)c1ccccc1C | 2.1 | 115 | -3 | 7 | -6 | 9 | -13 | 0 | -6
CC(=O)c1ccc(S(=O)(=O)NCCc2cn3ccc(C)cc3n2)cc1 | -1.4 | 105 | 0 | -2 | -5 | 11 | -7 | -2 | 14
CCN(CC)CCn1c(N)c(S(=O)(=O)c2ccccc2)c2nc3ccccc3nc21 | 3.7 | 113 | -4 | -5 | 0 | -1 | -3 | 3 | -8
NC(=S)N/N=C1\CC(c2ccc3c(c2)OCCO3)Oc2ccc(F)cc21 (configuration not stated) | 1.0 | 93 | -1 | 13 | 1 | 5 | -9 | 0 | 11
O=C(CSc1c[nH]c2ccccc12)N1CCCc2ccccc21 | 3.9 | 114 | 3 | -10 | 0 | 0 | 5 | 1 | -2
O=S(=O)(/N=C(\c1ccccc1F)N1CCCCC1)c1ccccc1 | 2.1 | 113 | 0 | -8 | -1 | 0 | -5 | 0 | 5
O=C(Cc1ccc(S(=O)(=O)N2CCOCC2)s1)N1CCN(S(=O)(=O)c2cccc(Cl)c2)CC1 | 0.2 | 113 | -5 | -22 | -2 | 8 | -3 | 0 | -9
Cc1ccc(Cn2ccc(NC(=O)c3cc4nc(-c5ccco5)cc(C(F)(F)F)n4n3)n2)cc1 | 0.2 | 97 | 4 | -5 | 2 | -2 | -1 | -2 | -34
CCOc1ccc(/C=C/C(=O)OCC(=O)c2ccccc2OC)cc1OC | 0.9 | 110 | 24* | -10 | 0 | 0 | -8 | 0 | 12
COc1ccc(CC2(CO)CCN(Cc3ccc(OC(F)(F)F)cc3)CC2)cc1 | 1.2 | 100 | -7 | 2 | -2 | 2 | -25 | 1 | 4
O=C(CN1CCOCC1)c1c[nH]c2ccccc12 | -1.3 | 84 | -1 | -6 | 2 | -1 | 32 | -7 | -6
CCc1cc2cc3c(cc2nc1SCC(=O)Nc1c[nH]c(=O)[nH]c1=O)OCO3 | -0.7 | 101 | 1 | -14 | 4 | -12 | 3 | -4 | -37
Cc1cc(C(N)=O)c2ccccc2n1 | 0.0 | 114 | -5 | 2 | -2 | 2 | 4 | -3 | 11
Cc1ccc(C)c(C(=O)COC(=O)c2cccc(N3C(=O)c4c(C)nc5ccccc5c4C3=O)c2)c1 | 1.4 | 105 | 6 | -1 | 0 | 41 | 3 | 1 | -8

# Single records (already shown). Screens in order: PP5 primary	Yeast superoxide	PP1 inh	EBNA-1 inh	Fh CTSL1 inh	core dimer inh	GASC-1 inh	TPT1 inhibitor	ZTA counter
# C=CCn1c(SCC(=O)Nc2ccc3c(c2)OCO3)nnc1-c1ccccc1 across the screens: 3.7	100	0	-2	-2	2	-2	-4	6
# Cc1cc(C(N)=O)c2ccccc2n1 across the screens: 0.0	114	-5	2	-2	2	4	-3	11
# CCCC(C)NC(=O)CSCc1ccc(OC)cc1 (configuration not stated) across the screens: -1.9	106	-9	-13	-3	8	-3	3	-8
# COc1ccc(CC2(CO)CCN(Cc3ccc(OC(F)(F)F)cc3)CC2)cc1 across the screens: 1.2	100	-7	2	-2	2	-25	1	4
# O=C(CN1CCOCC1)c1c[nH]c2ccccc12 across the screens: -1.3	84	-1	-6	2	-1	32	-7	-6

# Screening data as filed in PubChem.
